# Screening results as filed in PubChem BioAssay.
# Ecoli viability: bacterial growth inhibition, counter-screen for AddAB inhibitors; E. coli V3065 growth, OD600 absorbance, 18 h; inhibition, % at 11.9 µM; 0.27% of 330,000 active;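 active = inhibition above the campaign's mean inhibition across all tested compounds plus 3 SD, cut at about 9.9% in these data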;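 also: uninfected addAB+ strain grown without phage in ampicillin broth; 0% = DMSO wells and 100% = ciprofloxacin 0.95 µg/ml wells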
# HTR5A ag: activates human HTR5A in OPRM1-OPRD1 agonist counter-screen; AID 504692; P47898; activation, % at 9.3 µM; HTR5A agonist assay, luminescence, cell-based; 0.61% of 340,000 active; in the data active = activation mostly above about 9.5%, no sharp cut-off; inactive = mostly below about 7.6%;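 also: 0% = cells with vehicle only and 100% = reference agonist; strong numbers were not always called active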
# phage Ecoli inh: E. coli growth loss with phage present; growth absorbance; inhibition, % at 11.9 µM; 0.26% of 360,000 active; in the data active = inhibition above about 11%
# Pemphigus Ab inh: inhibitors of pemphigus antibody binding to human desmoglein-3 | binding (percent of control), % at 10 µM | DSG3-coupled beads, scFv-anti-DSG3-GFP binding, flow cytometry; active compounds read low | 0.48% of 310,000 active | P32926 | AID 588358;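 active = binding more than 3 SD below its plate's average and above zero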;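 also: hits lower antibody fragment binding to DSG3; some compounds called inactive have numbers as strong as hits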
# Target sequence (P32926 whole entry, looked up, the tested form may be a part): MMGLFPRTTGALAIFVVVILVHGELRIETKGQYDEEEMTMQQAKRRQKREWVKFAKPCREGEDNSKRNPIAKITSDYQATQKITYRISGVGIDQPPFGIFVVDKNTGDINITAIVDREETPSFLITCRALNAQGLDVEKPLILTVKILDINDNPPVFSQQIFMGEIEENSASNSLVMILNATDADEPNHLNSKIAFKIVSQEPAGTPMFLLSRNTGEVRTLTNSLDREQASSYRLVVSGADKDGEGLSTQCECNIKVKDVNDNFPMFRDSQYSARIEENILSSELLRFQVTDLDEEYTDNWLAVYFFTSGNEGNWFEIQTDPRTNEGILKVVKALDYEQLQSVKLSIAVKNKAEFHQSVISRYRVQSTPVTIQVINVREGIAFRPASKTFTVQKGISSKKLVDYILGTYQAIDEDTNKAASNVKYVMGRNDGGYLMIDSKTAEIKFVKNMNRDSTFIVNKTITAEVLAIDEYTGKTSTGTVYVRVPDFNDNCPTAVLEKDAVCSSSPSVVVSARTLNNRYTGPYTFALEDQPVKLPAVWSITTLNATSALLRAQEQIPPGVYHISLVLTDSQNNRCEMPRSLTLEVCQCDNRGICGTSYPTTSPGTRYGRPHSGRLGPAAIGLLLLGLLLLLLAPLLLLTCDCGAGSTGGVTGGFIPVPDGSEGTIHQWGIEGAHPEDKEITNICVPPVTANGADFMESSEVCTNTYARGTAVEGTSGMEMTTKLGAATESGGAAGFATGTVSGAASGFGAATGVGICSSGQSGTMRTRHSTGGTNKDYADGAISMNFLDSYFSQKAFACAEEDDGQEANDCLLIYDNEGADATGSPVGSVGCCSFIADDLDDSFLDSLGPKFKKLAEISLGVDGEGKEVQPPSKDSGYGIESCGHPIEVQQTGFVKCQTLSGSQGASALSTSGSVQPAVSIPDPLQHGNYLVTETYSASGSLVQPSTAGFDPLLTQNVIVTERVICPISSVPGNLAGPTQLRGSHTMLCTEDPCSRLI
# Mot1-301 SUMO: inhibitors of SUMOylation pathway: yeast Mot1-301 growth rescue; 1% of 320,000 active; growth rescue, % at 18.8 µM; S. cerevisiae Mot1-301 growth rescue, ATP luminescence, 38.5C; percent above DMSO median, 100 means doubled;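 active = every valid replicate shows activation above 250% relative to neutral control wells; inactive = the rest, any valid replicate at or below 250%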;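 also: OY570 slx delta 5 strain wells were the positive control but not used for scaling; some compounds called inactive have numbers as strong as hits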
# HTR5A inv ctr: inverse agonist of human HTR5A in OPRM1-OPRD1 counter-screen; 0.083% of 340,000 active; inhibition, % at 9.3 µM; HTR5A cell line, luminescence, inverse agonism; P47898; in the data active = inhibition mostly above about 23%, no sharp cut-off; inactive = mostly below about 18%;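 also: 0% = cells with DMSO and 100% = no-cell wells with DMSO; some compounds called inactive have numbers as strong as hits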
# PfHsp90 set2: growth inhibition of yeast expressing Plasmodium Hsp90 | inhibition, % at 9.4 µM | 0.32% of 310,000 active | S. cerevisiae expressing PfHsp90, BacTiter-Glo ATP, 48 h; yeast lacking PDR1 and PDR3 efflux regulators | AID 504621;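 active = every replicate shows inhibition above about 80%, whatever the replicate mean, limit read from the data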;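 also: 0% = DMSO neutral controls and 100% = 20 µM radicicol positive controls; yeast relying on Plasmodium falciparum Hsp90 in place of its own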
# MOR-DOR inv ag: inverse agonists of human mu-delta opioid receptor heterodimerization; cell-based MOR-DOR heterodimer luminescence, inverse agonism; 0.21% of 340,000 active; AID 504357; inhibition, % at 9.3 µM; P35372+P41143; in the data active = inhibition above about 22%, passing the limit was not always enough;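 also: 0% = cells with DMSO and 100% = wells without cells with DMSO; values of inactives mirror those of a sister screen read the other way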
# AddAB inh: less growth of phage-infected E. coli with AddAB | E. coli expressing H. pylori AddAB, absorbance growth | inhibition, % at 11.9 µM | 0.29% of 330,000 active | AID 435030; in the data active = inhibition above about 12%;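 also: 0% = vehicle wells of infected cells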
# PKA-R1A activ: PKA-R1A complex activation | P00514+P68181 | PKA-R1A dissociation, Cy5-IP20 fluorescence polarization; scaled: DMSO 0%, 113 µM cGMP 100% | 0.083% of 340,000 active | activation, % at 11.4 µM | AID 504707;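 active = percent activation above the mean of all tested compounds plus 3 SD, cut at about 19% in these data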;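 also: higher means more PKAc released from R1A so a rise in polarization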
# MOR-DOR ag: agonists of human mu-delta opioid receptor heterodimerization; activation, % at 9.3 µM; P35372+P41143; AID 504326; cells, OPRM1-OPRD1 heterodimerization, luminescence; 0.3% of 340,000 active; in the data active = activation above about 18%;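 also: 0% = vehicle-treated cells and 100% = reference agonist; values of inactives mirror those of a sister screen read the other way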
# Numbers without * were called inactive; · = no result given.
SMILES,Ecoli viability,HTR5A ag,phage Ecoli inh,Pemphigus Ab inh,Mot1-301 SUMO,HTR5A inv ctr,PfHsp90 set2,MOR-DOR inv ag,AddAB inh,PKA-R1A activ,MOR-DOR ag
Cc1nc(N)c(Cc2ccccc2F)c(N)n1,1.9,-1,6.6,24*,433*,3,-9,6,5.1,-8,-1.1
CC(C)[C@H](NS(=O)(=O)c1ccccc1)C(=O)OCC(=O)Nc1ccccc1Sc1ccccc1,0.9,5,1.0,96,-13,12,-1,-18,2.3,9,3.5
O=C(CCC1CCCN(C(=O)c2ccncc2)C1)NCc1ccc(F)c(F)c1 (centres undefined),-1.7,4,1.6,108,-5,-9,-2,-1,1.1,8,0.3
CCOc1ccc(OCCC(=O)OCC(=O)Nc2ccc(Cl)cn2)cc1,-2.4,9,4.9,96,2,-3,·,-8,0.3,-3,1.5
CN(C)S(=O)(=O)c1cccc(COc2cccnc2[N+](=O)[O-])c1,-1.8,-4,0.6,97,94,0,10,11,4.2,0,-1.8
Cc1ccsc1C1C(C#N)=C(N)OC2=C1C(=O)CC(C)C2 (centres undefined),2.1,0,2.2,103,-2,-9,-6,2,3.0,7,-0.4
Cc1c(C)c2ccc(OCC(=O)N(C)C3CCS(=O)(=O)C3)c(C)c2oc1=O (centres undefined),-2.6,2,1.7,104,-12,5,-37,9,0.2,4,-1.7
CCc1ccc(C2CC(c3ccc(Cl)cc3)n3nc(N)nc3N2)cc1 (centres undefined),0.0,2,-0.9,108,11,-5,-34,-5,1.3,5,0.9
O=C(O)c1ccc(-c2ccc(OS(=O)(=O)c3ccccc3F)cc2)cc1,0.9,9,-1.8,103,63,-22,-7,6,1.0,-9,-1.0
N[C@@H](Cc1ccccc1)c1nnc2sc(SCc3ccccc3)nn12,2.6,-1,1.9,96,-2,-8,-28,6,-0.7,-11,-1.0
CC(=O)N/C(=C\c1ccccc1)C(=O)OCc1cccc(S(=O)(=O)N(C)C)c1,·,9.4*,1.4,114,-13,-34,-35,-2,·,13,0.5
CCC(CC)C1C(C#N)=C(N)SC(N)=C1C#N,-1.3,2,2.5,102,-3,-4,·,-15,2.3,0,2.6
O=C(CCc1ccc(S(=O)(=O)N2CCOCC2)cc1)NN=C1CCCCCCC1,-1.4,1,3.4,100,-10,-21,-26,9,0.7,-7,-1.7
O=C1C(=O)N(CCOCCO)C(c2ccccn2)/C1=C(\O)c1ccccc1 (centres undefined),-2.4,2,-0.1,106,-10,3,24,6,2.4,10,-1.1
CC(NC(=O)C1CCCC1)c1ccc2c(c1)OCCO2 (centres undefined),1.2,-1,0.5,106,3,3,9,1,2.8,-4,-0.2
CCC(C)c1ccc(NC(=O)COC(=O)CCNC(=O)c2ccco2)cc1 (centres undefined),-2.6,-3,1.6,·,6,8,29,8,-2.5,-22,-1.9
CC(C)(C)OC(=O)NNC(=O)c1ccc(Cl)cc1,-4.2,-3,0.2,109,-6,7,·,3,0.6,-10,-0.7
CCOc1ccc(S(=O)(=O)N2CCN(C(=S)NCc3ccccc3)CC2)cc1,-2.0,-3,1.9,104,-7,8,7,-10,-2.9,1,1.8
Cc1ccc(NC(=O)NNC(=O)COc2ccc(Cl)cc2)cc1,-1.2,3,3.0,108,-7,-35,-1,0,0.6,3,0.1
COc1ccc(OC)c(CN2CCN(C(=O)c3ccc(NS(=O)(=O)c4cccc([N+](=O)[O-])c4)cc3)CC2)c1,-0.4,1,1.8,101,4,-3,·,21,1.2,2,-4.1
O=C(O)Cn1cc(C(=S)N2CCCCC2)c2ccccc21,0.7,-1,2.0,100,107,4,19,11,-1.5,-7,-2.3
Cc1ccc(C)c(S(=O)(=O)NC(C)C(=O)NCc2ccccn2)c1 (centres undefined),0.9,4,2.8,·,-7,-15,0,-3,4.3,-8,0.6
COc1ccccc1C(=O)OC(C)CN1CCN(C)CC1 (centres undefined),0.3,3,-0.4,122,23,13,-18,4,-0.4,2,-0.7
Cc1ccc2c(c1)N(CC(=O)NCCc1ccc(Cl)cc1)C(=O)c1cccnc1O2,-1.6,-7,3.3,106,4,20,-1,16,5.0,8,-3.0
Nc1ccc(CSc2ccccc2)cc1,·,1,3.9,89,·,-4,·,8,·,-11,-1.5
O=C(CNC(=O)c1ccc(Cl)cc1Cl)OCC(=O)c1ccc2c(c1)OCCO2,-0.8,0,-1.7,102,-10,-26,-10,8,-0.6,-10,-1.3
CCc1ccc2c(c1)C1(NN=C(c3cccc4ccccc34)S1)C(=O)N2 (centres undefined),0.4,-5,1.2,93,2,-7,-97,-7,5.3,-12,1.2
Cc1nn(CC(=O)Nc2ccc(S(=O)(=O)N(C)C)cc2)c(C)c1[N+](=O)[O-],3.2,2,4.4,100,-2,-7,-12,10,3.7,-10,-2.0
COc1ccc(S(=O)(=O)Nc2c(C)nc3nc(C)[nH]n3c2=O)cc1,1.4,5,-1.7,99,4,-13,-7,18,4.4,1,-3.4
CC(C)(CNC(=O)c1cc(=O)[nH]c2ccccc12)N1CCOCC1,-1.1,8,1.8,·,2,-18,-32,16,0.0,-1,-3.8
COc1ccc(OCC(=O)OCCN(C)C)cc1,-0.6,2,0.9,108,1,10,-7,9,2.7,-11,-2.0
Cc1ccc(CSCCNC(=O)CN(c2ccc(F)cc2)S(C)(=O)=O)cc1,-2.8,4,-1.1,101,5,-13,-4,2,4.0,1,-0.3
CCN1CCCC1CNC(=O)c1cc2cc(F)ccc2[nH]1 (centres undefined),-1.2,-1,0.0,104,-1,3,-19,10,2.6,-1,-2.1
CCOC(=O)c1c(NC(=O)Cn2c(=O)oc3ccccc32)oc(C)c1C(C)=O,-0.7,5,0.3,·,-17,-2,-1,9,0.4,-7,-2.1
O=S(=O)(c1ccc(F)c2ccccc12)N1CCCCC1,1.8,2,3.2,106,10,-6,-8,-6,4.5,1,1.1
Cn1nnc2cc(C(=O)NCc3ccc4c(c3)OCO4)ccc21,-2.7,1,1.4,98,62,-19,-12,16,-0.6,-7,-3.2

# Some of the entries above, reformatted:
Nc1ccc(CSc2ccccc2)cc1
  Ecoli viability: · | HTR5A ag: 1 | phage Ecoli inh: 3.9 | Pemphigus Ab inh: 89 | Mot1-301 SUMO: · | HTR5A inv ctr: -4 | PfHsp90 set2: · | MOR-DOR inv ag: 8 | AddAB inh: · | PKA-R1A activ: -11 | MOR-DOR ag: -1.5

O=C(CNC(=O)c1ccc(Cl)cc1Cl)OCC(=O)c1ccc2c(c1)OCCO2
  Ecoli viability: -0.8 | HTR5A ag: 0 | phage Ecoli inh: -1.7 | Pemphigus Ab inh: 102 | Mot1-301 SUMO: -10 | HTR5A inv ctr: -26 | PfHsp90 set2: -10 | MOR-DOR inv ag: 8 | AddAB inh: -0.6 | PKA-R1A activ: -10 | MOR-DOR ag: -1.3

# The results go on.
SMILES,Ecoli viability,HTR5A ag,phage Ecoli inh,Pemphigus Ab inh,Mot1-301 SUMO,HTR5A inv ctr,PfHsp90 set2,MOR-DOR inv ag,AddAB inh,PKA-R1A activ,MOR-DOR ag
O=C(Nc1ccc(C(=O)N2CCOCC2)cc1)C1CC1,·,-2,3.4,103,·,8,1,11,·,-17,-2.3
COC(=O)c1ccc2[nH]c(C)cc(=O)c2c1,-1.1,7,1.0,94,-1,-18,-14,21,2.1,-5,-3.7
N/C(=N\N=C\c1cccc(O)c1)c1nonc1N,-0.5,4,3.2,97,-4,0,-27,1,2.0,8,-0.3
Cc1ccc(O)c(NC(=O)c2ccc3c(c2)C(=O)N(CC(C)C)C3=O)c1,-0.1,-2,-0.3,119,47,8,-2,-7,-1.5,-4,1.5
Cc1cc(NC(=O)Nc2cc(F)ccc2F)no1,-0.5,-2,3.2,95,-2,5,2,-10,1.1,-1,1.9
Cc1ccc(S(=O)(=O)NCC(=O)OCC(=O)c2cc(C)n(-c3ccccc3)c2C)cc1,-0.2,-1,-0.4,103,13,2,·,5,-1.5,-8,-0.9
COc1ccc(N2CCN(C(=O)COC(=O)/C=C/c3ccc(OC(F)F)cc3)CC2)cc1,1.4,2,0.0,90*,9,-6,-7,0,-0.4,-5,0.0
Cc1cc(-c2nnc(CCC(=O)NCCc3ccccc3F)o2)no1,-1.0,-1,2.6,·,13,-8,9,-1,4.0,-15,0.2
COc1cc(CN2CCN(c3cccc(C)c3C)CC2)cc([N+](=O)[O-])c1O,2.2,-6,-1.4,117,-9,34,·,17,0.4,11,-3.5
CCOC(=O)N1CCN(C(=O)CN(c2ccccc2OC)S(=O)(=O)c2ccc(OC)cc2)CC1,0.6,-3,1.8,128,-25,-6,·,-10,2.4,-8,2.0
CN(C)c1ccc(S(=O)(=O)N2CCCCC2)cc1NC(=O)CCNC(=O)c1ccco1,-2.3,-2,0.6,90,2,6,0,3,-0.9,6,-0.8
COc1ccc(C(C(=O)NC2CCCCC2)N(C(=O)CCCC(=O)Nc2ccccn2)c2ccc3c(c2)OCCO3)cc1 (centres undefined),-0.2,2,-0.1,102,-10,6,5,11,1.6,-2,-1.9
Oc1ccc(Br)cc1-c1cc(-c2ccccc2Cl)[nH]n1,2.3,3,1.2,97,-15,-8,-25,-12,3.6,-17,2.1
O=S(=O)(Nc1nccs1)c1ccc(Cl)cc1,-0.9,-3,4.3,98,11,-11,·,-2,-1.8,-3,0.4
COc1ccc2c(Cl)c(C(=O)NC3CCS(=O)(=O)C3)sc2c1 (centres undefined),0.6,-1,1.8,99,9,-46,8,15,1.6,-3,-2.6
Cc1ccc(CNC(=O)Cn2cccc2C(=O)c2ccccc2C)cc1,-2.3,1,3.2,104,20,5,0,-4,-2.7,-7,0.8
C/C=C/C=C/C(=O)N1CC2(CC(c3cccc(NC(=O)CCCCC)c3)=NO2)C[C@H]1C(N)=O (some centres undefined),-2.0,-1,0.6,101,7,-4,12,4,3.2,-3,-0.8
CC(C)CCNC(=O)C1CCC(=O)N1CCc1ccccc1 (centres undefined),-0.5,-2,-0.2,·,7,9,4,15,0.7,-2,-2.9
O=C(/C(=C(\O)c1ccccc1)c1ncc[nH]1)c1ccccc1,-2.7,6,2.8,·,8,-17,10,10,-0.1,-5,-2.1
C[C@H](CCC(=O)O)[C@H]1CC[C@H]2[C@@H]3C(=O)C[C@@H]4CC(=O)CC[C@]4(C)[C@H]3CC(=O)[C@]12C,-0.4,-2,3.6,96,5,-2,12,5,-2.1,-5,-0.8
COc1ccc2c(c1OC)OCC2C (centres undefined),·,1,-1.2,104,·,-2,-31,-1,·,2,0.2
CCOC(=O)c1c(-c2ccccc2)csc1NC(=O)CSc1nc(C)cc(C)n1,-0.9,3,2.5,100,19,-8,10,-13,-1.1,1,2.5
O=C(Oc1ccc(-c2csnn2)cc1)C1CC1,-0.8,-5,0.4,·,4,14,7,-7,0.6,-8,1.4
CC(=O)c1cccc(NC2c3ccccc3C(=O)N2Cc2ccco2)c1 (centres undefined),-0.9,4,2.1,86,173,-47,-3,0,2.2,-17,-0.1
CCN1CCN(C(=S)NCCc2ccccc2)CC1,0.2,-2,1.5,95,80,-2,-3,19,2.9,1,-3.8
Cn1c(=O)cc(SCC(=O)N2CCCC2)c2ccc(Cl)cc21,0.5,8,0.6,101,·,0,0,12,2.5,-6,-2.3
O=C(O)C1CCN(S(=O)(=O)N2CCOCC2)CC1,0.1,3,1.3,90,-16,-11,·,13,0.3,-6,-2.6
